Compound activity as filed in PubChem.
CXCR6 block: CXCR6 receptor inhibitors, primary screen, cell-based, beta-arrestin, luminescence, CHO-K1 PathHunter, 1536-well | inhibition, % at 20 µM | actives 0.36% (n = 360,000) | AID 602244, 2012; in the data active means inhibition above about 34%, passing the limit was not always enough;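 further: antagonist mode with CXCL16 agonist at 10 nM final; 0% = 10 nM CXCL16 with DMSO and 100% = unstimulated wells without agonist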
Target sequence (O00574 whole entry, looked up): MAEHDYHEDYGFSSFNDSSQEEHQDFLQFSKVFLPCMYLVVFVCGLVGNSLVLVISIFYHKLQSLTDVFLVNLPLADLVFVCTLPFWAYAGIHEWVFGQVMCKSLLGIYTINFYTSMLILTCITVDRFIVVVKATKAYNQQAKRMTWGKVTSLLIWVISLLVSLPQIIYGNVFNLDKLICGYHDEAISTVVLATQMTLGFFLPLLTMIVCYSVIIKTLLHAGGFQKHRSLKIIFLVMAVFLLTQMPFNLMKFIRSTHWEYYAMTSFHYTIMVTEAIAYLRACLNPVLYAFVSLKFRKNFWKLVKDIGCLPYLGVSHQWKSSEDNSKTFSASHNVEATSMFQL
An asterisk follows results filed as active. Not all compounds are listed. The share of hits here may be higher or lower than overall.

SMILES	CXCR6 block
O[C@@H]1CN(Cc2cccs2)[C@@H](c2ccccc2)C[C@H]1n1cc(C2CC2)nn1	-1
CCc1ccc(OC2(C)CCN(CCOc3ccc(C)cc3)C2)cc1 (stereo unspecified)	-16
O=C(CSc1ccc(Cl)cc1)Nc1ccccc1	-4
Fc1cccc(Cc2c(-c3ccccc3)nc3ccc(Cl)cn23)c1	19
C#CCN(C[C@@H]1[C@@H](OC(=O)NCc2ccccc2F)[C@@H](OC(=O)NCc2ccccc2F)CN(C(=O)OC(C)C)N1C(=O)OC(C)C)S(=O)(=O)c1ccc(C)cc1	-9
O=C(Cc1cccs1)NCCS(=O)(=O)N1CCN(c2ccccc2)CC1	1
CCCC(=O)N1CCCC1(C)C(=O)NCc1ccc(SC)cc1 (stereo unspecified)	2
CCCCN(C=O)c1c(CC)nc2ccc(C(=O)N3CCCCC3)cn12	-1
CC(=O)OC[C@@H]1CN(Cc2ccccc2)C[C@H](n2cnc3c(NC4CCCC4)ncnc32)O1	-12
COc1cc(CN2C[C@@H](CO)O[C@@H](n3cnc4c(NC(C)C)ncnc43)C2)cc(OC)c1OC	-4
O=C1CCN(CC2CCCCC2)C=C1C(=O)c1ccccc1	8
Cc1ccc2c(c1)[C@H]1[C@H](CO2)[C@H](c2ccccc2)[C@]2(C)C(=O)N(C)CC(=O)N12	-5

The final 2 entries of the part before lead into the next.
SMILES	CXCR6 block
O=C1CCN(CC2CCCCC2)C=C1C(=O)c1ccccc1	8
Cc1ccc2c(c1)[C@H]1[C@H](CO2)[C@H](c2ccccc2)[C@]2(C)C(=O)N(C)CC(=O)N12	-5
CC(C)CNc1ncnc2c1ncn2[C@H]1CN(Cc2ccc(-c3ccccc3)cc2)C[C@@H](CO)O1	-5
Cc1ccccc1N(C=O)c1ccccc1C	0
O=C(O)C1OC(C(=O)O)C(C(=O)O)C1C(=O)O (stereo unspecified)	9
C(=C\c1ccccc1)/CN1CCN(C(c2cc3ccccc3o2)c2nnnn2C2CCCCC2)CC1 (stereo unspecified)	2
Cc1ccc(S(=O)(=O)N2CCN(c3nc(-c4cccs4)nc4ccccc34)CC2)cc1	7
CCOC(=O)c1sc2nc(OCc3cccnc3)cc(C)c2c1N	10
Nc1cc2nn(-c3ccccc3)nc2cc1Cl	-10
COC(=O)[C@@]1(Sc2ccc(OC)cc2)CC(=O)N[C@@H]1c1ccccc1	-8
CC(C)C[C@H]1CN([C@@H](CC(C)C)CN2CCCC2CN2C(=S)NC[C@@H]2Cc2ccc(O)cc2)C(=S)N1CC1CCCCCC1 (stereo partly specified)	5
Cc1cn([C@H]2C[C@H](O)[C@@H](CNCc3cccn3-c3nccs3)O2)c(=O)[nH]c1=O	3
CCN1C(=O)[C@H]2[C@@H](c3ccc(OC)cc3)N[C@]3(CCCN(Cc4ccc(OC)cc4)C3=O)[C@H]2C1=O	0
COC(=O)c1ccc2nc(-c3ccco3)c(Cc3ccc(OC)cc3C)n2c1	0
O=C(O)c1cccc2c1-c1c(cccc1[N+](=O)[O-])C2	-3
Cc1nc(NC2=NCN(Cc3cccnc3)CN2)nc2ccccc12	-3
COc1ccc(C(C)NC(=O)C2CCN(CCOc3ccc(Cl)cc3Cl)CC2)cc1OC (stereo unspecified)	-1
CCCCn1c(NC(=O)c2ccco2)c(S(=O)(=O)c2ccc(C)cc2)c2nc3ccccc3nc21	3
CNC(=O)C[C@H]1C(=O)N(Cc2ccccc2)C[C@@H]1Cc1ccccc1	-5
NN=C1c2ccccc2-c2ccc(N)cc21	1
COc1cccc(OC)c1-c1cnc(NC(C)=O)cn1	5
Fc1ccc(-c2cc3nc(-c4ccccc4)cc(N4CCN(CCN5CCOCC5)CC4)n3n2)cc1	1
CC(O)(c1cccc(F)c1)c1nc(-c2cncnc2)cs1 (stereo unspecified)	-6
Cc1c(C(=O)N/N=C/c2ccc(O)c(Br)c2)sc(N)c1C#N	-9
O=C(Nc1nccs1)c1ccc2sc([C@H]3C[C@H](O)[C@@H](CO)O3)nc2c1	0
CCn1cc(C(=O)N2CCCC(C(=O)c3cccc(C(F)(F)F)c3)C2)cn1 (stereo unspecified)	1
COc1ccc([C@H]2CC(=O)C[C@@H](CCn3cc(CC4CCCC4)nn3)O2)cc1	2
CN(C)CCNC(=O)c1ccc(-c2cn3c(-c4ccc(Oc5ccccc5)cc4)cnc3cn2)cc1	-7
O=C(c1cc(Cl)cc(Cl)c1)N1CCC(=O)N([C@H](COCc2ccccc2)Cc2ccccc2)CC1	10
CN1OC[C@@H]2CN(Cc3ccccc3)[C@H](c3cccc(-c4ccccc4)c3)C[C@@H]21	8
O=C1/C(=C\c2ccccc2)CCC/C1=C/c1ccccc1	3
O=C(O)c1c(-c2ccccc2)cnc2ccccc12	0
CC1CN(C(NC(=O)c2ccccc2)C(Cl)(Cl)Cl)CC(C)O1 (stereo unspecified)	4
Cc1cc(NS(=O)(=O)c2ccccc2)ccc1NS(=O)(=O)c1ccccc1	-1
O=C(N=C1SC2CS(=O)(=O)CC2N1Cc1ccccc1)C1CC1 (stereo unspecified)	3
CCOC(=O)/C(=C\c1ccc(N2CCC(c3ccccc3)=N2)cc1)C(C)=O	11
CCOc1ccc(/C=C(/C#N)c2nnc(N3CCOCC3)n2-c2ccccc2)cc1OC	-8
COC(=O)C1C2CC3c4[nH]c5cc(OC)ccc5c4CCN3CC2CC(OC(=O)CC(C)=O)C1OC (stereo unspecified)	-7

Brought forward from above: 2 compounds; new compounds follow.
SMILES	CXCR6 block
CCOc1ccc(/C=C(/C#N)c2nnc(N3CCOCC3)n2-c2ccccc2)cc1OC	-8
COC(=O)C1C2CC3c4[nH]c5cc(OC)ccc5c4CCN3CC2CC(OC(=O)CC(C)=O)C1OC (stereo unspecified)	-7
O=S1(=O)CC(N2CCN(CCO)CC2)CN1Cc1cn(Cc2ccccc2)nn1 (stereo unspecified)	-5
Cc1ccc(S(=O)(=O)N(C)C[C@@H]2Oc3ncc(Br)cc3C(=O)N([C@H](C)CO)C[C@@H]2C)cc1	6
CCCCNC(=O)C1(C)CCN1C(=O)c1cccc(OC(F)(F)F)c1 (stereo unspecified)	0
Cc1cc(-c2ccccc2)nc(Nc2nc3c(C)cccc3c(=O)[nH]2)n1	0
CC(=O)c1c(O)c(C)c(O)c2c1OC1=Cc3c(c(C)nn3-c3ccccc3)C(=O)C12C (stereo unspecified)	-6
NC(=O)c1ccccc1N/C=C/C(=O)c1ccc(Cl)cc1Cl	6
Cc1ccc(S(=O)(=O)Nc2ccccc2/C=N/c2nc3ccccc3n2C(C)C)cc1	-8
O=P(Cc1cccc2ccccc12)(c1ccccc1)c1ccccc1	4
CCCCn1c(N)c(N(CC(C)C)C(=O)c2cccc(S(=O)(=O)N(CC)c3ccccc3)c2)c(=O)[nH]c1=O	1
O=C(COc1ccc(S(=O)(=O)N2CCOCC2)cc1)NC1CCCCC1	-3
Cc1ccc2nc(C(C)(C)C)c(Cc3ccsc3)n2c1	22
CNc1cncc(-c2ccc(NS(C)(=O)=O)cc2)n1	-5
CC(C)NC(=O)N(C)C[C@@H]1OCc2cnnn2CCCC(=O)N([C@@H](C)CO)C[C@H]1C	-4
CCOC(=O)C1=C[C@@H](C(C)(C)C)N(S(=O)(=O)c2ccc(C)cc2)[C@H]1c1cccc2ccccc12	-3
O=c1[nH][nH]c2c1C(c1ccc(F)cc1)OC(CCc1ccccc1)C2 (stereo unspecified)	-3
Cc1ccccc1S(=O)(=O)NC(=O)C1(C)CCN1C(=O)CC(c1ccccc1)c1ccccc1 (stereo unspecified)	2
C[C@@H]1CN([C@@H](C)CO)C(=O)CCCn2cc(nn2)CO[C@H]1CN(C)S(=O)(=O)c1ccccc1	-2
CCCCC(=O)N(C)c1c(CC)nc2c(OCC(=O)N(C)C)cccn12	-2
O=C(c1cccc(Br)c1)c1nc2ccccc2[nH]c1=O	1
N#Cc1ccc(C(=O)N2CCCC(c3cc(C(=O)NCc4cccnc4)no3)C2)cc1 (stereo unspecified)	3
Cc1nc2c(o1)C(=O)c1ccccc1C2=Nc1ccccc1	2
COC(=O)C1=C(C(=O)OC)C(c2cc(Br)ccc2O)c2sc(=O)[nH]c2S1 (stereo unspecified)	3
COc1ccc(-c2csc(C(C)(NC(C)=O)c3ccccc3)n2)cc1 (stereo unspecified)	-3
Cc1cc(C(=O)N2CCC2(C)C(=O)Nc2ccc3[nH]ncc3c2)nn1C (stereo unspecified)	11
COc1ccc(C(C)C)cc1S(=O)(=O)Nc1cccnc1	0
CN(C)c1ncnc2c1ncn2[C@H]1CN(Cc2cccs2)C[C@@H](CO)O1	-5
CCOC(=O)c1coc(C(=O)OCC)c1C(=O)OCC	8
COc1ccccc1CNc1nc(Nc2ccccc2Cl)c2sccc2n1	-1
CCOC(=O)C1=CC(=O)CC(C)(C)O1	-2
O=C(OCC(=O)N1CCN(c2ccccc2)CC1)c1cc(F)c(F)cc1Cl	-10
COc1ccc(C(C(O)C(=O)c2c[nH]c3ccccc23)N2CCN(c3ccccc3)CC2)cc1 (stereo unspecified)	8
CCC1(O)CC2CN(CCc3c([nH]c4ccccc34)C(C(=O)OC)(c3cc4c(cc3OC)N(C=O)C3C(O)(C(=O)OC)C(OC(C)=O)C5(CC)C=CCN6CCC43C65)C2)C1 (stereo unspecified)	-11
Cn1c(/C(C#N)=C/c2ccc(-c3ccc(S(N)(=O)=O)cc3)o2)nc2ccccc21	-13
COc1ccc(N2CCN(C(=O)c3[nH]c(C(F)(F)F)nc3-c3ccccc3)CC2)cc1	-9
CC12CCC(=O)C=C1C(O)CC1C2CCC2(C)C1CCC2(O)C(=O)CO (stereo unspecified)	-5
Cc1ccccc1NC(=O)c1ccccc1NC(=O)c1ccccc1F	1
CCOc1ccc(NS(=O)(=O)c2cc(NC(=O)CCNC(=O)c3ccco3)ccc2OC)cc1	-4
CC1(Cc2c(Cl)cccc2Cl)C(=O)Nc2cc(-c3ccccc3Cl)ccc21 (stereo unspecified)	0
OC[C@H]1O[C@@H](c2nc(-c3nc(-c4ccc(F)cc4)no3)cs2)[C@H](O)[C@@H](O)[C@H]1O	9
O=C1CN(C(=O)/C=C/c2ccc(Br)cc2)CCN1	2
O=C1C=C(C#Cc2ccccc2)C[C@@H](c2ccc(F)cc2)C1	3
COc1ccc(NC(=O)c2cc(-c3cc(C)cc(F)c3)n[nH]2)cc1OC	-10
CN(CC(=O)NCc1ccccc1)Cc1cccc(F)c1	4
O=C(N/N=C/c1ccc([N+](=O)[O-])o1)c1ccc(O)cc1	-8
COCCNC(=S)N1CCC(C(=O)c2ccc(F)cc2)CC1	4
CC(C)CC1C(=O)N(Cc2cn(CCC3OCCO3)nn2)CCS(=O)(=O)N1Cc1ccc(-c2cccc(N(C)C)c2)cc1 (stereo unspecified)	6
C(=C\c1ccccc1)/CN1CCN(C(c2cc3ccccc3o2)c2nnnn2Cc2ccccc2)CC1 (stereo unspecified)	1
COc1cc(C(O)c2nc(-c3cccc(C#N)c3)cs2)ccc1F (stereo unspecified)	-1

Exported as a markdown table: 22 of the compounds above
| SMILES | CXCR6 block |
| --- | --- |
| CN(C)c1ncnc2c1ncn2[C@H]1CN(Cc2cccs2)C[C@@H](CO)O1 | -5 |
| CCOC(=O)c1coc(C(=O)OCC)c1C(=O)OCC | 8 |
| COc1ccccc1CNc1nc(Nc2ccccc2Cl)c2sccc2n1 | -1 |
| CCOC(=O)C1=CC(=O)CC(C)(C)O1 | -2 |
| O=C(OCC(=O)N1CCN(c2ccccc2)CC1)c1cc(F)c(F)cc1Cl | -10 |
| COc1ccc(C(C(O)C(=O)c2c[nH]c3ccccc23)N2CCN(c3ccccc3)CC2)cc1 (stereo unspecified) | 8 |
| CCC1(O)CC2CN(CCc3c([nH]c4ccccc34)C(C(=O)OC)(c3cc4c(cc3OC)N(C=O)C3C(O)(C(=O)OC)C(OC(C)=O)C5(CC)C=CCN6CCC43C65)C2)C1 (stereo unspecified) | -11 |
| Cn1c(/C(C#N)=C/c2ccc(-c3ccc(S(N)(=O)=O)cc3)o2)nc2ccccc21 | -13 |
| COc1ccc(N2CCN(C(=O)c3[nH]c(C(F)(F)F)nc3-c3ccccc3)CC2)cc1 | -9 |
| CC12CCC(=O)C=C1C(O)CC1C2CCC2(C)C1CCC2(O)C(=O)CO (stereo unspecified) | -5 |
| Cc1ccccc1NC(=O)c1ccccc1NC(=O)c1ccccc1F | 1 |
| CCOc1ccc(NS(=O)(=O)c2cc(NC(=O)CCNC(=O)c3ccco3)ccc2OC)cc1 | -4 |
| CC1(Cc2c(Cl)cccc2Cl)C(=O)Nc2cc(-c3ccccc3Cl)ccc21 (stereo unspecified) | 0 |
| OC[C@H]1O[C@@H](c2nc(-c3nc(-c4ccc(F)cc4)no3)cs2)[C@H](O)[C@@H](O)[C@H]1O | 9 |
| O=C1CN(C(=O)/C=C/c2ccc(Br)cc2)CCN1 | 2 |
| O=C1C=C(C#Cc2ccccc2)C[C@@H](c2ccc(F)cc2)C1 | 3 |
| COc1ccc(NC(=O)c2cc(-c3cc(C)cc(F)c3)n[nH]2)cc1OC | -10 |
| CN(CC(=O)NCc1ccccc1)Cc1cccc(F)c1 | 4 |
| O=C(N/N=C/c1ccc([N+](=O)[O-])o1)c1ccc(O)cc1 | -8 |
| COCCNC(=S)N1CCC(C(=O)c2ccc(F)cc2)CC1 | 4 |
| CC(C)CC1C(=O)N(Cc2cn(CCC3OCCO3)nn2)CCS(=O)(=O)N1Cc1ccc(-c2cccc(N(C)C)c2)cc1 (stereo unspecified) | 6 |
| C(=C\c1ccccc1)/CN1CCN(C(c2cc3ccccc3o2)c2nnnn2Cc2ccccc2)CC1 (stereo unspecified) | 1 |
